Screening data deposited in PubChem BioAssay by National Center for Advancing Translational Sciences (NCATS).
B2AR arrestin: qHTS assay of beta-arrestin-biased ligands of beta2-adrenergic receptor; beta-arrestin recruitment to beta2AR, cell-based reporter; AID 492947, 2010; 0.02% of 330,000 active; Potency, µM (series often up to 46.1 µM), without a hit: at the highest dose activation, usual class: activators; Beta-2 adrenergic receptor (Homo sapiens), P07550;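 also: potency is read from the fitted curve at half-maximal effect; 0% = DMSO controls and full agonism = EC100 isoproterenol or metaproterenol; nearly all actives have a fitted effect of over 65% in size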
Target sequence (P07550 whole entry, looked up): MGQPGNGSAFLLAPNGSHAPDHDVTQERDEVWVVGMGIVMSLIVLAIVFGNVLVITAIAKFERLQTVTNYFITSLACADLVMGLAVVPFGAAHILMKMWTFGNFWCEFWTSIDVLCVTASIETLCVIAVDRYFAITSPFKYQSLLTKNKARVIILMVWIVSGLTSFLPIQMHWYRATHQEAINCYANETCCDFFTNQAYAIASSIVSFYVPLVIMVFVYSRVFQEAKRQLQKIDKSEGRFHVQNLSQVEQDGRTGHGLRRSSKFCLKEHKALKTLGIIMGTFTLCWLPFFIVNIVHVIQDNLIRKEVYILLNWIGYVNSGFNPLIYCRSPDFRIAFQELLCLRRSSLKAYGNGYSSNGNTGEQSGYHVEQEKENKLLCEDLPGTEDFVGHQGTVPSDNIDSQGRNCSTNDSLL
uPA generation: qHTS for Inhibitors of Cell Surface uPA Generation | AID 540303, 2011 | Potency, µM (doses to about 38.3 µM), inactives show at the highest dose activity change, negative = inhibition, actives largely listed as inhibitors | 0.31% of 330,000 active | cell surface uPA generation assay, qHTS; active = well fitted inhibition curve with a large enough effect; inconclusive = small, poorly fitted or top-dose-only effect; inactive = no such curve, though single readings can be large or run the other way; tested in mouse RAW 264.7 cells; also: potency is read from the fitted curve at half-maximal effect; % is scaled to controls: 0 for no effect and ±100 for the full control effect; nearly all actives have a fitted effect of over 55% in size
Tb PFK block: qHTS Assay to Find Inhibitors of T. brucei phosphofructokinase. ATP-dependent 6-phosphofructokinase (Trypanosoma brucei brucei), O15648. T. brucei PFK, ADP-Glo luminescence. Potency, µM (highest dose often 57.5 µM), for inactives: top-dose activity, negative = inhibition, hits mostly inhibitors. 0.17% of 330,000 active;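 also: potency is read from the fitted curve at half-maximal effect; 0% = uninhibited 1x PFK enzyme wells and -100% = no-enzyme wells; nearly all actives have a fitted effect of over 60% in size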
Target sequence (O15648 whole entry, looked up): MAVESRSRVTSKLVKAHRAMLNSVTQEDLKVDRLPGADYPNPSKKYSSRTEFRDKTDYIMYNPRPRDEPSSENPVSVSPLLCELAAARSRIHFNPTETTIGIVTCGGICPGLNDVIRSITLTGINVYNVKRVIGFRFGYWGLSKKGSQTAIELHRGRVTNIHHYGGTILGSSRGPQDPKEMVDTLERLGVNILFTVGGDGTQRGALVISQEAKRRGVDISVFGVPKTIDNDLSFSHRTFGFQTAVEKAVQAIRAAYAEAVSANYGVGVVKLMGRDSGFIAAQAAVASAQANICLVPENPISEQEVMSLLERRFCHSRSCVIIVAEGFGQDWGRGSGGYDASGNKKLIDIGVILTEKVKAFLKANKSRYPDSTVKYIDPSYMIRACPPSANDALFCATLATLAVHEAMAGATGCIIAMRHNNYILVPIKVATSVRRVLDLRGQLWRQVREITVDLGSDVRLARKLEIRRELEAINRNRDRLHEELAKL
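Luminescent ADP detection (ADP-Glo, two-step: ATP depletion then ADP-to-ATP conversion for luciferase) reported PFK activity after 45 min room-temperature reaction of 1.25 nM enzyme with 0.5 mM F6P and 0.1 mM ATP at pH 8.0.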
Eya2 inh: qHTS Assay for Inhibitors of the Phosphatase Activity of Eya2 | Protein phosphatase EYA2 (Homo sapiens), O00167 | recombinant Eya2, OMFP fluorescence dephosphorylation (OMFP is methylfluorescein phosphate) | Potency, µM (titrated, usually from 76.9 µM), for inactives: at the highest dose activity, negative = inhibition, usual class: inhibitors | 0.006% of 330,000 active; also: potency is read from the fitted curve at half-maximal effect; % is scaled to controls: 0 for no effect and ±100 for the full control effect
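Eya2 (0.2 uM) preincubated 10 min at ambient with compound, then OMFP substrate added at 50 uM; 10 min reaction in 50 mM HEPES pH 7.5, 50 mM NaCl, 5 uM MgCl2, 0.05% BSA, 1 mM DTT. Fluorescence read at Ex 485/Em 525 nm.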
Mito fusion yeast: qHTS Assay for Small Molecule Inhibitors of Mitochondrial Division or Activators of Mitochondrial Fusion; 0.23% of 320,000 active; S. cerevisiae fusion-defective mutant growth rescue, CellTiterGlo 48 h; Potency, µM (highest dose often 46.1 µM), for inactives: top-dose growth rescue (activation), actives largely listed as activators;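 also: potency is read from the fitted curve at half-maximal effect; % of control where 0% means no effect; nearly all actives have a fitted effect of over 45% in size; temperature-sensitive fusion mutants such as fzo1-1 at 37 °C on non-fermentable ethanol glycerol medium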
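S. cerevisiae fusion-defective temperature-sensitive mutants (e.g. fzo1-1, mgm1-5) grown 48 h at 37C in YPEG (ethanol/glycerol non-fermentable) medium with 23 nl compound per well; growth rescue read as CellTiterGlo luminescence.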
TSG101-PTAP inh: qHTS Assay for Iinhibitors of HIV-1 Budding by Blocking the Interaction of PTAP/TSG101. Fluorescence polarization, FITC-PTAP peptide / Tsg101 binding. Potency, µM (titrated, usually from 115 µM), for inactives: at the highest dose activity change, negative = inhibition, usual class: inhibitors. 340,000 tested, under 10 active; active = well fitted inhibition curve with a large enough effect in the main read-out, with a control signal flat, not every such curve was filed as active; inconclusive = small, poorly fitted or top-dose-only effect, or effect the other way, or a change in a side signal; inactive = no such curve, though single readings can be large or run the other way; also: potency is read from the fitted curve at half-maximal effect; % of control where 0% means no effect
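FP read-out: FITC-PTAP peptide, 50 nM final, binding Tsg101 binding domain, 10 uM final; 20 min, r.t.; 10 mM HEPES pH 7.5, 0.15 M NaCl, 0.01% Tween 20, 3 mM EDTA, 0.1 mM TCEP.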
TCR act: Activators of T cell receptors: qHTS campaign | primary human leukocytes, anti-CD3, IL-2 HTRF, 48 h | Potency, µM (top dose mostly 9.22 µM), for the others: top-dose activation of IL-2 secretion, most hits filed as activators | 330,000 tested, under 10 active | AID 504894, 2011; also: % of control where 0% means no effect
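IL-2 produced over 48 hr by a-CD3 bead-stimulated primary human leukocytes exposed to compounds was detected with a homogeneous time-resolved FRET immunoassay, 665nm acceptor signal after 320nm excitation.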
TSHR antagonist: Antagonists of the Thyroid Stimulating Hormone Receptor: HTS campaign; activity change, negative = inhibition, % at 11.5 µM; 0.2% of 330,000 active; Thyrotropin receptor (Homo sapiens), P16473; TSHR-expressing cells, TSH-stimulated cAMP HTRF, 2 h; hits give low values;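 active = activity change below a set negative limit, meaning inhibition stronger than a set level, cut at about -70% in these data; inconclusive = activity change between two set negative limits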; also: % is scaled to controls: 0 for no effect and ±100 for the full control effect
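TSHR-expressing cells were treated with compounds, then stimulated with TSH at EC80 (4nM final) for 2 hours at 37 deg C. Cellular cAMP was measured by HTRF competition between lysate cAMP and cAMP-d2 for a cryptate-labelled anti-cAMP antibody.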
ELG1 repair inh: qHTS screen for small molecules that inhibit ELG1-dependent DNA repair in human embryonic kidney (HEK293T) cells expressing luciferase-tagged ELG1. HEK293T ELG1-luciferase reporter, luminescence, 16 h; DNA damage induced by 5-fluorouridine. Potency, µM (titrated, usually from 46.1 µM), for inactives: top-dose activity change, negative = inhibition, usual class: inhibitors. 2.3% of 330,000 active. AID 504467, 2011; also: potency is read from the fitted curve at half-maximal effect; % is scaled to controls: 0 for no effect and ±100 for the full control effect; nearly all actives have a fitted effect of over 55% in size
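Cells (2,000 per well) received 5-fluorouridine plus test compound or DMSO and were incubated 16 hr at 37 °C, 5% CO2. Luciferase activity was read by luminescence 30 min after ONE-Glo addition; signal suppression marked inhibition of damage-induced ELG1 function.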
Chronic BCR inh: qHTS Assay to Find Inhibitors of Chronic Active B-Cell Receptor Signaling. AID 493014, 2011. Potency, µM (highest dose often 46.1 µM), inactives show at the top dose ratio change, negative = lower green/red ratio, usual class: inhibitors. 0.05% of 340,000 active. ABC-DLBCL IkBa-CBG/CBR reporter, luminescence ratio, 4 h; active = well fitted inhibition curve with a large enough effect in the signal ratio, with a control signal flat, not every such curve was filed as active; inconclusive = small, poorly fitted or top-dose-only effect, or effect the other way, or a change in a side signal; the % refers to the signal ratio;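 also: potency is read from the fitted curve at half-maximal effect; plate controls were basal doxycycline-induced cells for no effect and cells given 10 µM MG132 for full effect; MG132 reads +100%, hits lower the ratio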
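Doxycycline induced both beetle luciferases in TMD8 lymphoma cells; IKK-driven degradation limits the IkappaBalpha-fused green signal, while red luminescence normalises for cell number and nonspecific effects. Compounds tested up to 46 uM, 4 hrs.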
USP2a inh: qHTS Assay for Inhibitors of Ubiquitin-specific Protease USP2a Using CHOP2 as the Reporter; Potency, µM (top dose mostly 38.3 µM), inactives show at the highest dose activity change, negative = inhibition, usual class: inhibitors; Ubiquitin carboxyl-terminal hydrolase 2 (Homo sapiens), O75604; 0.01% of 330,000 active; USP2 core, Ub-CHOP2 coupled fluorogenic reporter, 485/531; AID 463254, 2010;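 also: potency is read from the fitted curve at half-maximal effect; plate controls were DMSO wells for no effect and full inhibition by NEM control for full effect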
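USP2 core (10nM final) preincubated 30min RT with compound in 20mM Tris-HCl pH 8.0, 2mM CaCl2, 2mM beta-mercaptoethanol, 0.05% CHAPS; 25nM Ub-CHOP2 plus 25nM reporter substrate added, fluorescence (Ex485/Em531) read after 60min.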
Numbers without * were called inactive; ? = inconclusive; / = not tested or not shown; [ ] = dose if it differs, or a comment. Unless noted, calls follow the shape of the dose curve; as a rule, active = well fitted curve in the direction sought with a large enough effect; inconclusive = small, poorly fitted or top-dose-only effect, or another doubt; inactive = no such curve, though single readings can be large; an effect the other way counts as inactive or inconclusive. Compounds as they come (roughly 3% active in at least one column).

SMILES	B2AR arrestin	uPA generation	Tb PFK block	Eya2 inh	Mito fusion yeast	TSG101-PTAP inh	TCR act	TSHR antagonist	ELG1 repair inh	Chronic BCR inh	USP2a inh
CC1CCCCN1C(=O)c1ccc(OC2CCN(S(=O)(=O)N(C)C)CC2)cc1 (configuration not stated)	-0.3%	-5%	-4%	-3%	3%	-5%	0%	-4	9.2µM*	?	2%
O=c1[nH]c2c(s1)C(c1cccnc1)C1C3CCC(C3)C1S2 (configuration not stated)	-0.3%	12%	2%	5%	4%	-10%	0%	-7	1%	15%	-4%
COCc1cc(CN2CCCC(C(=O)Nc3ccc(-c4ccco4)cc3)C2)ccc1OC (configuration not stated)	6.6%	-4%	-3%	8%	-8%	-6%	-3%	-12	-16%	?	1%
Cc1oc2c(c1C(=O)Nc1cccc3ccccc13)CCCC2	-0.1%	-3%	4%	4%	3%	-4%	4%	-23	-3%	14%	-1%
O=C(CCC(=O)N1CCCCCC1)Nc1ccc([N+](=O)[O-])cc1	-0.6%	2%	-6%	11%	-1%	0%	15%	-11	4%	8%	1%
O=C1CN(C(=O)CSc2nnc(C3CC3)n2-c2ccccc2)c2ccccc2N1	-0.1%	2%	0%	4%	1%	0%	12%	6	6%	1%	2%
Cc1cccc(OCC(=O)Nc2ccc(S(=O)(=O)Nc3ccccn3)cc2)c1	0.2%	-1%	?	-2%	-2%	-7%	-4%	-11	-6%	2%	2%
CCOc1nc(NC(=O)NS(=O)(=O)Oc2ccccc2Cl)nc(-c2ccccc2)n1	0.2%	/	-1%	-18%	-1%	-13%	0%	5	?	25%	0%
Cc1ccc(C(=O)CSc2nnc(-c3ccccc3N)n2C)cc1C	0.2%	8%	9%	-1%	8%	-4%	4%[46.1 µM]	-10	1%	-16%	-2%
O=C(OCc1ccccn1)c1ccc(COc2ccc3ccccc3c2)o1	-0.2%	?	2%	-10%	27%	2%	-1%	-5	?	?	0%
O=C(/C=C/c1ccc(S(=O)(=O)N2CCOCC2)cc1)N1CCCCC1	0.2%	-2%	0%	15%	0%	-4%	-8%	9	-11%	-10%	4%
NNC(=S)NCc1cccnc1	0.1%	3%	0%	-1%	-6%	-3%	2%[46.1 µM]	7	1%	?	-1%
Cc1cc(NC(=O)c2c(-c3c(Cl)cccc3Cl)noc2C)n(C)n1	-0.7%	-1%	4%	-9%	-1%	-2%	-5%	-1	7%	-5%	0%
Cc1ccc(N(C(C)C(=O)O)S(=O)(=O)c2c(C)[nH]c(=O)[nH]c2=O)cc1 (configuration not stated)	0.0%	-1%	-6%	0%	-5%	-5%	0%	8	2%	21%	0%
CC(=O)Nc1ccc(S(=O)(=O)N2CCC(C(=O)Nc3nccs3)CC2)cc1	0.8%	3%	2%	-16%	2%	-5%	2%	-10	-1%	6%	-7%
CCOc1ccc(NC(=O)CCSc2ccc3ccccc3n2)cc1	-0.3%	8%	8%	2%	4%	0%	-3%[46.1 µM]	0	?	?	1%
C=CCn1c(O)c(N=NC(=S)Nc2ccccc2F)c2cc(S(=O)(=O)N3CCOCC3)ccc21	?	/	-1%	3%	-7%	-3%	2%	-7	-20%	?	-2%
Cc1ccc(S(=O)(=O)N(C)C)cc1NC(=O)COC(=O)CNC(=O)C12CC3CC(CC(C3)C1)C2	-0.2%	-3%	-4%	-9%	1%	-1%	8%	-12	16%	1%	2%
O=C(N/N=C/c1cccc2ccccc12)c1ccc(CN2CCOCC2)cc1	-0.2%	2%	3%	0%	-4%	1%	-2%	-11	-25%	-11%	5%
CCOc1ccc(-c2nnc(SCC(=O)N3CCCC3)o2)cc1	0.0%	0%	-1%	-2%	-5%	-8%	-4%	6	?	1%	0%
Cc1nc(N2CCOCC2)nc(Oc2ccccc2F)c1[N+](=O)[O-]	-0.4%	?	0%	-14%	16%	-2%	11%	26	?	?	-2%
Cc1cc(C)c2nc(N3CCC(C(=O)N4CCN(C(=O)c5ccco5)CC4)CC3)sc2c1	-0.1%	-1%	0%	-40%	7%	-2%	0%	-16	16µM*	6%	-6%
CCOc1ccccc1NC(=O)NC1CCN(CC(=O)Nc2ccc3c(c2)OCCO3)CC1	-0.1%	/	5%	-1%	-6%	-5%	0%	22	-14%	-21%	2%
O=c1[nH]ncc(N2CCN(C(c3ccccc3)c3ccccc3)CC2)c1Cl	-0.4%	-9%	-1%	-5%	?	-5%	7%[46.1 µM]	-8	-3%	-6%	4%
O=C1CC(NCc2ccncc2)C(=O)N1c1ccccc1 (configuration not stated)	-0.2%	-2%	1%	2%	-4%	-4%	0%	17	4%	1%	-2%
O=C(O)c1ccc(S(=O)(=O)N2CCC(NC(=O)C3CCCCC3)CC2)cc1	-0.2%	4%	2%	11%	5%	1%	-3%	5	0%	0%	1%
COc1ccc(C2=NN(CN3C(=O)C(=O)c4ccccc43)C(c3ccc(Br)cc3)C2)cc1 (configuration not stated)	0.1%	-3%	0%	10%	1%	-8%	2%	31	?	16%	2%
CCN(CC)CCNC(=O)CNC(=O)c1nn(-c2ccc(OC)cc2)c(=O)c2ccccc12	-0.1%	-25%	-12%	1%	-1%	-5%	0%	9	12%	0%	-9%
O=C(COC(=O)Cc1ccccc1F)Nc1ccc(SC(F)F)cc1	-0.9%	-2%	0%	-3%	15%	1%	-6%[46.1 µM]	-7	10%	?	-1%
CCn1cc(C(=O)NCCN(CC(C)C)CC(C)C)c(=O)c2cc(S(=O)(=O)N3CCOCC3)ccc21	-0.8%	1%	-1%	-4%	-8%	-1%	-3%	-6	-19%	-1%	-5%
Cn1ccnc1Sc1ccc(/C=N/NC(=O)c2ccccc2[N+](=O)[O-])cc1[N+](=O)[O-]	0.0%	-2%	-3%	0%	-1%	1%	1%	-3	-6%	?	4%
Cc1nn(Cc2ccc(Cl)c(Cl)c2)c(C)c1NC(=O)c1cc(C2CC2)on1	0.1%	?	9.5µM*	-20%	11%	-5%	2%	-10	16µM*	-8%	-2%
CCCn1c(N)c(CC)c(=O)[nH]c1=O	0.0%	-1%	0%	3%	-10%	-5%	0%	6	?	-3%	-2%
Cc1ccccc1OCCNC(=O)/C=C/c1ccc([N+](=O)[O-])cc1	0.1%	-2%	0%	-4%	8%	-1%	0%[46.1 µM]	-10	-18%	-9%	0%

Profiles from above. Order of screens: B2AR arrestin, uPA generation, Tb PFK block, Eya2 inh, Mito fusion yeast, TSG101-PTAP inh, TCR act, TSHR antagonist, ELG1 repair inh, Chronic BCR inh, USP2a inh
Record of CCCn1c(N)c(CC)c(=O)[nH]c1=O : 0.0%, -1%, 0%, 3%, -10%, -5%, 0%, 6, ?, -3%, -2%
Record of Cc1nn(Cc2ccc(Cl)c(Cl)c2)c(C)c1NC(=O)c1cc(C2CC2)on1 : 0.1%, ?, 9.5µM*, -20%, 11%, -5%, 2%, -10, 16µM*, -8%, -2%
Record of Cc1ccccc1OCCNC(=O)/C=C/c1ccc([N+](=O)[O-])cc1 : 0.1%, -2%, 0%, -4%, 8%, -1%, 0%[46.1 µM], -10, -18%, -9%, 0%
